# Screening results as filed in PubChem BioAssay.
# All columns: NCI-60 one-dose screen, growth in % after 48 h at 10 µM unless noted; 100 = growth as untreated, 0 = no growth, -100 = all killed.
# OVCAR-3 – OVCAR-3 ovarian cancer | actives 7% (n = 79,000) | AID 1794787
# OVCAR-5 – OVCAR-5 ovarian cancer | actives 2.9% (n = 82,000) | AID 1794783
# OVCAR-8 – OVCAR-8 ovarian cancer | actives 4.4% (n = 81,000) | AID 1794782
# RXF 393 – RXF 393 renal cancer cells; actives 6.9% (n = 77,000)
# CAKI-1 – CAKI-1 renal cancer | actives 4.7% (n = 75,000) | AID 1794772
# OVCAR-4 – OVCAR-4 ovarian cancer cells | actives 3.7% (n = 80,000)
# ACHN – ACHN renal cancer | actives 4.9% (n = 81,000)
# A498 – A498 renal cancer cells. actives 5.4% (n = 76,000). AID 1794774
# * marks the source's active call; other numbers are inactive results; nt = not tested or not shown. Rule for the calls: active = growth percent below 10; inactive = the rest. Rows were taken by chance; 10% or so of the library scored in one or more.
SMILES,OVCAR-3,OVCAR-5,OVCAR-8,RXF 393,CAKI-1,OVCAR-4,ACHN,A498
Cc1ccccc1-n1c(SCC(=O)NC(=O)Nc2cccc(Cl)c2)nc2c(Br)cc(Br)cc2c1=O,95.4,94.0,88.8,81.1,61.2,82.2,88.9,109.4
O=C(Nc1ccc(I)cc1F)c1cc(Cl)ccc1O,4.4*,26.1,10.1,1.5*,-12.0*,15.0,6.1*,-64.4*
CN1C(=O)c2cc(Cl)nc3c(NC(=O)c4cccc(Cl)c4)c(Cl)c(NC(=O)c4cccc(Cl)c4)c1c23,-52.7*,88.7,2.8*,-88.9*,nt,-22.7*,-61.7*,96.6
Nc1cnc2ccccc2c1,114.3,103.4,111.7,123.1,118.8,102.4,100.6,88.5
O=C1c2ccccc2CN1c1ccccc1,108.4,98.0,104.2,105.1,102.1,99.3,99.0,100.7
C=C(C)C(=O)OCCCCCCC,108.7,94.2,106.9,100.0,86.1,111.5,100.1,109.2
COc1cc2nc(Cl)nc(Nc3ccc(S(=O)(=O)Nc4nccs4)cc3)c2cc1OC,116.2,110.8,97.3,110.2,88.2,102.9,88.2,135.7
CCNCCC(=O)N1[C@H](c2ccc(Cl)cc2)c2[nH]c3ccccc3c2C[C@@H]1OC(C)=O,99.9,89.6,100.9,99.7,78.3,99.4,89.9,nt
Clc1nc2ccccc2n2c1nc1ccccc12,37.2,100.2,91.3,91.6,70.4,93.7,83.0,99.0
N#Cc1c(-c2ccc(Cl)cc2)nc(SCc2ccccc2)nc1N1CCNCC1,50.0,92.1,65.6,74.4,53.1,85.2,47.8,79.7
N#Cc1c(-c2cccc(Cl)c2)cc(-c2cccnc2)[nH]c1=O,47.2,98.4,98.1,100.4,72.8,101.6,89.0,101.3
CCCCCCCCOC(=O)c1ccccc1C(=O)O,128.0,95.5,108.0,120.6,109.0,114.6,113.6,114.3
O=C1/C(=N\O)CC(c2ccccc2)N1c1ccccc1 (stereo not drawn),100.4,97.9,102.0,114.4,78.4,107.6,101.9,88.8
CCOC(=O)C(C(C)=O)=P(c1ccccc1)(c1ccccc1)c1ccccc1,108.5,103.9,95.9,105.7,85.2,108.5,105.2,95.6
C=C(c1ccc(C(=O)O)c(F)c1)c1cc2c(cc1C)C(C)(C)CCC2(C)C,90.8,100.6,90.8,90.9,81.4,80.9,79.0,95.8
CCC(=C(c1ccc(OCCN2CCCCCC2)cc1)c1ccc(OCCN2CCCCCC2)cc1)c1ccc(Cl)cc1,30.8,58.3,2.5*,-72.3*,44.3,47.2,26.2,84.4
O=C(O)c1ccc(NCn2nc(-c3cc(-c4ccccc4)nc4ccccc34)n(-c3ccccc3)c2=S)cc1,106.6,106.9,101.3,117.5,89.1,104.2,85.6,79.6
COc1ccc(C(=O)Cn2c(C(=O)c3ccc(OC)cc3)nc3ccccc32)cc1,-10.4*,56.9,31.3,20.4,25.4,47.6,43.8,34.2
COc1cc(-c2nc3ccccc3s2)ccc1OCc1nc2n(n1)S(=O)(=O)c1ccccc1N2C,nt,99.1,74.5,58.3,nt,93.3,94.3,89.9
COc1ccc(-c2cc(-c3ccccc3)nc(NCCNc3ccnc4cc(Cl)ccc34)n2)cc1,-82.6*,-96.6*,-60.2*,-87.0*,-86.5*,-48.8*,-94.2*,5.7*
Cc1cc(Nc2nc(C(=O)Nc3ccccc3)nc3ccccc23)n[nH]1,78.1,82.2,75.6,nt,24.0,44.6,39.9,-1.3*
CCOC(c1ccccc1)(c1ccccc1)c1ccccc1,106.6,99.0,103.4,102.1,84.5,92.1,96.4,121.8
Nc1nonc1-n1nnc(C(=O)N2CCOCC2)c1-c1ccccc1,105.0,106.0,102.6,83.9,101.2,111.5,105.9,80.7
CC(=O)c1c(N)c(C#N)cn1-c1cc(Cl)cc(Cl)c1,115.7,99.3,94.0,106.3,90.0,107.0,97.8,112.8
N#Cc1c(-c2ccc(Cl)cc2)nc(NN)nc1N1CCOCC1,103.6,96.1,95.7,96.7,79.2,93.2,92.8,72.2

# An excerpt of these results, as tab-separated lines.
SMILES	OVCAR-3	OVCAR-5	OVCAR-8	RXF 393	CAKI-1	OVCAR-4	ACHN	A498
Cc1ccccc1-n1c(SCC(=O)NC(=O)Nc2cccc(Cl)c2)nc2c(Br)cc(Br)cc2c1=O	95.4	94.0	88.8	81.1	61.2	82.2	88.9	109.4
O=C(Nc1ccc(I)cc1F)c1cc(Cl)ccc1O	4.4*	26.1	10.1	1.5*	-12.0*	15.0	6.1*	-64.4*
CN1C(=O)c2cc(Cl)nc3c(NC(=O)c4cccc(Cl)c4)c(Cl)c(NC(=O)c4cccc(Cl)c4)c1c23	-52.7*	88.7	2.8*	-88.9*	nt	-22.7*	-61.7*	96.6
Nc1cnc2ccccc2c1	114.3	103.4	111.7	123.1	118.8	102.4	100.6	88.5
O=C1c2ccccc2CN1c1ccccc1	108.4	98.0	104.2	105.1	102.1	99.3	99.0	100.7
C=C(C)C(=O)OCCCCCCC	108.7	94.2	106.9	100.0	86.1	111.5	100.1	109.2
COc1cc2nc(Cl)nc(Nc3ccc(S(=O)(=O)Nc4nccs4)cc3)c2cc1OC	116.2	110.8	97.3	110.2	88.2	102.9	88.2	135.7
CCNCCC(=O)N1[C@H](c2ccc(Cl)cc2)c2[nH]c3ccccc3c2C[C@@H]1OC(C)=O	99.9	89.6	100.9	99.7	78.3	99.4	89.9	nt
Clc1nc2ccccc2n2c1nc1ccccc12	37.2	100.2	91.3	91.6	70.4	93.7	83.0	99.0
N#Cc1c(-c2ccc(Cl)cc2)nc(SCc2ccccc2)nc1N1CCNCC1	50.0	92.1	65.6	74.4	53.1	85.2	47.8	79.7

# Next part:
SMILES,OVCAR-3,OVCAR-5,OVCAR-8,RXF 393,CAKI-1,OVCAR-4,ACHN,A498
O=S1(=O)CC(c2ccccc2)=NN=C(c2ccccc2)C1,110.3,103.5,104.1,106.4,97.0,110.6,100.0,130.5
O=C1Cc2cc(O)ccc2O1,119.7,113.2,102.1,114.2,103.2,117.8,104.6,92.7
COc1cccc(-c2nc3sccn3c2-c2ccnc(NCCNC(=O)c3cc(N4CCOCC4)cc(C(F)(F)F)c3)n2)c1,96.3,109.9,nt,72.6,83.0,107.3,80.1,86.0
O=[N+]([O-])c1ccc(/C=C/C=C/c2ccccc2)cc1,106.1,99.4,108.9,119.9,100.5,104.0,109.2,73.0
CC12CCC(C(NC(N)=S)C1=O)C2(C)C (stereo not drawn),102.2,110.4,105.7,122.5,126.9,107.8,103.2,114.8
CC(=O)Cc1ncn(-c2cc(C)on2)n1,106.4,112.0,105.8,nt,103.4,110.3,108.4,96.3
O=C(CSc1nc2ccccc2c(=O)n1-c1ccc(Cl)c(Cl)c1)Nc1ccc(S(=O)(=O)Nc2ccc(Cl)nn2)cc1,106.4,91.1,94.0,88.1,82.1,97.7,95.3,102.7
CCN(CC)CCCOC(=O)c1cc2ccccc2s1,105.4,96.6,106.4,103.5,87.4,103.7,109.2,90.2
O=C1CC(NC(=O)c2ccccc2)C(=O)O1 (stereo not drawn),106.8,110.0,106.0,122.5,103.9,117.5,115.0,103.3
C#CCN(C)CCCOc1ccc(NC(=O)CCCCCCC(=O)NO)cc1Cl,27.8,12.8,17.7,-44.3*,17.9,41.9,20.3,-12.1*
COc1cc(C2C(Cl)C(=O)N2n2cnnc2)ccc1O (stereo not drawn),99.7,99.8,92.0,101.9,82.6,90.7,92.8,101.2
CO[C@H]1C[C@@H]2CC[C@@H](C)[C@@](O)(O2)C(=O)C(=O)N2CCCC[C@H]2C(=O)O[C@H]([C@H](C)C[C@@H]2CC[C@@H](OP(C)(C)=O)[C@H](OC)C2)CC(=O)[C@H](C)/C=C(\C)[C@@H](O)[C@@H](OC)C(=O)[C@H](C)C[C@H](C)\C=C/C=C/C=C/1C,59.7,60.7,34.3,18.9,50.1,28.6,54.4,2.1*
O=C(O)CCC(=O)/C=C\c1ccc2c(c1)OCO2,107.7,99.6,102.1,114.1,94.7,109.6,104.9,105.6
CC[C@@H](C[C@H](CCO)c1ccccc1)c1cc2ccccc2o1,95.7,96.7,91.0,96.9,77.4,85.3,99.1,104.3
CCN(CC)CCOC(=O)c1cc(OCc2ccccc2)c(OCc2ccccc2)c(OCc2ccccc2)c1,64.9,83.3,56.3,47.0,50.4,75.5,71.9,68.8
COc1ccc(C(=O)C(Br)C(Br)C(=O)O)cc1 (stereo not drawn),116.2,100.5,105.3,106.0,112.4,118.0,100.5,101.5
Cn1c(=O)c2[nH]c(CCc3ccncc3)nc2n(C)c1=O,113.9,102.8,109.6,106.0,93.8,nt,98.0,101.5
CCN(CCO)CC(O)Cn1cnc2c(N)ncnc21 (stereo not drawn),108.2,121.8,107.7,118.7,97.9,103.8,114.7,130.4
Cc1cccc2nnc(-c3ccccc3)n12,129.4,107.3,109.5,116.6,105.0,104.5,105.1,96.0
CN(C)C(=O)OCc1nc2c(N3CCOCC3)nc(-c3ccccc3)nc2n1C,-78.1*,-85.5*,-5.9*,nt,-91.7*,-82.2*,-99.8*,-32.3*
CC(C)C(C(=O)N(C)CC(O)c1ccc(O)c(O)c1)N1C(=O)/C(=C/c2ccc(Br)cc2)SC1=S (stereo not drawn),110.9,98.8,98.0,113.6,93.4,102.8,104.7,100.9
CCOC(=O)c1c(C)oc2ncnc(N3CCN(CC(=O)Nc4ccc(Cl)cc4)CC3)c12,107.3,95.3,98.7,115.3,86.3,94.4,99.4,nt
Cc1c(Cn2c(C)nc3c(C(=O)O)cc(N4CCOCC4)cc32)cccc1C(F)(F)F,87.2,101.1,92.1,27.3,91.7,96.2,77.1,-17.0*
CCC(OC(C)=O)c1ccccc1 (stereo not drawn),111.5,103.3,104.0,119.8,96.2,105.1,101.3,105.6
COc1cc(-c2csc(NC(=O)c3cc(-n4cnc(C)c4)cc(C(F)(F)F)c3)n2)cc(OC)c1OC,65.0,103.5,40.2,66.7,62.8,70.9,54.3,60.6

# 2 compounds picked at random from the list so far, as already listed:
SMILES,OVCAR-3,OVCAR-5,OVCAR-8,RXF 393,CAKI-1,OVCAR-4,ACHN,A498
O=C1Cc2cc(O)ccc2O1,119.7,113.2,102.1,114.2,103.2,117.8,104.6,92.7
CC[C@@H](C[C@H](CCO)c1ccccc1)c1cc2ccccc2o1,95.7,96.7,91.0,96.9,77.4,85.3,99.1,104.3

# (cont.)
SMILES,OVCAR-3,OVCAR-5,OVCAR-8,RXF 393,CAKI-1,OVCAR-4,ACHN,A498
CCCCCC(CCC)COC(=O)CBr (stereo not drawn),110.9,92.8,104.9,112.9,84.4,117.1,94.8,103.0
COc1cccc(NC(=O)Nc2ccc(Nc3ncnc4[nH]c(C)c(C)c34)cc2)c1,113.3,114.1,91.7,111.4,nt,109.0,101.6,106.8
O=C1Nc2ccc(F)cc2/C1=C/c1ccc(OCc2ccc(Br)cc2F)cc1,61.4,86.9,56.2,55.2,52.3,63.6,65.8,94.6
CCCCCC(=O)NCC(=O)OC,100.0,97.9,112.0,110.2,96.3,108.5,99.9,93.1
COc1cc2c(cc1[N+](=O)[O-])-c1ccc([N+](=O)[O-])cc1/C2=N/NC(N)=S,73.7,98.9,51.9,68.2,64.1,57.6,37.4,nt
COC(=O)c1c(C)[nH]c2c3c(c(OCCC#N)cc12)[C@H]1C[C@@H]2[C@@]4(C)CCCC(C)(C(=O)OC)[C@@H]4CC[C@@]32C=C1C(C)C (stereo partly drawn),100.5,103.1,97.9,98.6,90.2,95.0,99.1,111.4
OCCN1CCNCC1,112.2,106.2,110.5,109.1,98.9,113.8,106.8,82.2
Clc1ccccc1[C@@H]1C[C@@H]2Cc3cc(Br)c4ccccc4c3N1O2,-8.2*,70.9,61.1,39.3,40.4,49.9,53.5,15.7
N#Cc1c(Oc2ccc(Cl)cc2)nc2sc3cc(Cl)c(Cl)cc3n2c1=O,108.9,116.5,97.0,92.3,105.8,101.8,91.4,117.3
CC(O)Cc1c[nH]c(=O)[nH]c1=O (stereo not drawn),99.0,109.0,92.0,191.7,99.6,114.7,97.9,87.8
CC(C)CCNC(=O)Cn1ccc(Nc2ccccc2)cc1=O,110.8,111.6,100.5,103.0,93.5,118.3,107.8,98.4
Cn1c(=O)c2c(nc(Br)n2CC(=O)Nc2cccc3ccccc23)n(C)c1=O,97.0,97.6,100.3,89.9,77.8,96.0,86.2,79.2
Fc1ccc(C(c2ccc(F)cc2)C(Cl)Cl)cc1,105.1,105.4,101.1,86.9,96.8,105.3,102.4,nt
O=[N+]([O-])c1ccc(-c2cccnc2)cc1,108.1,107.5,111.4,105.1,101.6,109.7,102.2,84.1
CCN(CC)S(=O)(=O)c1ccc2[nH]c(=O)cc(C(=O)Nc3ccc(OC)cc3OC)c2c1,118.0,100.1,108.6,9.2*,119.8,115.0,103.2,145.9
Cc1nc2nc(SCC(=O)O)[nH]c2c(=O)[nH]1,115.0,103.7,nt,109.4,99.2,131.1,109.7,81.5
O=S(=O)(NCCNc1nccc(-n2cnc3ccccc32)n1)c1ccc(Cl)cc1,105.7,91.7,101.5,116.7,87.4,95.2,96.4,84.8
CSCCC(NC(=O)C(CCCCN)NC(=O)C(Cc1c[nH]c2ccccc12)NC(=O)C(CCCCN)NC(=O)C(CCCCN)NC(=O)C(CC(C)C)NC(=O)C(CC(C)C)NC(=O)C(CCCCN)NC(=O)C(Cc1c[nH]c2ccccc12)NC(=O)C(CC(C)C)NC(=O)C(CC(=O)O)NC(=O)C(CO)NC(=O)C(Cc1ccccc1)NC(=O)C(NC(=O)C(CCC(=O)O)NC(=O)C(CCC(N)=O)NC(=O)C(CO)NC(=O)C(CC(C)C)NC(=O)C1CCCN1C(=O)C1CCCN1)C(C)O)C(=O)NC(CCCNC(=N)N)C(=O)NC(CCCNC(=N)N)C(=O)NC(CC(N)=O)C(=O)NC(CCC(N)=O)C(=O)NC(Cc1ccccc1)C(=O)NC(Cc1c[nH]c2ccccc12)C(=O)NC(C(=O)NC(CCCCN)C(=O)NC(C(=O)NC(CCC(N)=O)C(=O)NC(CCCNC(=N)N)C(=O)NCC(=O)O)C(C)C)C(C)C (stereo not drawn),nt,105.8,104.1,117.2,95.2,112.5,103.4,120.1
